Tb MetRS inh: Trypanosoma brucei MetRS inhibition; inhibition, % at 11.9 µM; purified T. brucei MetRS, ATP depletion, Kinase-Glo luminescence; actives 0.4% (n = 360,000);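 active means inhibition above a per-plate cutoff of the control wells' mean inhibition plus 3 SD, cut at about 5.5% in these data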;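 further: 0% = DMSO wells median and 100% = median of wells with control inhibitor compound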
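Dosing: 11.9 µM single point; system: parasite MetRS enzyme; technique: luminescence of leftover ATP; times: 15 min enzyme-compound preincubation, 2 h reaction, 10 min detection, 25 °C; replicates: each compound tested once; read-out basis: percent inhibition relative to median high and low control wells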
MsrA act: bovine methionine sulfoxide reductase A activation. purified bovine MsrA, absorbance read-out. activation, % at 10.6 µM. actives 0.3% (n = 360,000). AID 602163; in the data active means activation above about 7.5%;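 further: 0% = vehicle and 100% = reference activator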
CendR NRP1 mod: NRP-1/CendR interaction modulation; O14786; FAM-RPARPAR peptide binding to NRP-1, fluorescence polarization; actives 0.85% (n = 360,000); inhibition, % at 25 µM;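 active means inhibition or corrected inhibition above about 18%, plus a signal ratio from 0.5 to 1.5, limit read from the data, passing the limit was not always enough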; further: strong numbers were not always called active
Target sequence (O14786 whole entry, looked up): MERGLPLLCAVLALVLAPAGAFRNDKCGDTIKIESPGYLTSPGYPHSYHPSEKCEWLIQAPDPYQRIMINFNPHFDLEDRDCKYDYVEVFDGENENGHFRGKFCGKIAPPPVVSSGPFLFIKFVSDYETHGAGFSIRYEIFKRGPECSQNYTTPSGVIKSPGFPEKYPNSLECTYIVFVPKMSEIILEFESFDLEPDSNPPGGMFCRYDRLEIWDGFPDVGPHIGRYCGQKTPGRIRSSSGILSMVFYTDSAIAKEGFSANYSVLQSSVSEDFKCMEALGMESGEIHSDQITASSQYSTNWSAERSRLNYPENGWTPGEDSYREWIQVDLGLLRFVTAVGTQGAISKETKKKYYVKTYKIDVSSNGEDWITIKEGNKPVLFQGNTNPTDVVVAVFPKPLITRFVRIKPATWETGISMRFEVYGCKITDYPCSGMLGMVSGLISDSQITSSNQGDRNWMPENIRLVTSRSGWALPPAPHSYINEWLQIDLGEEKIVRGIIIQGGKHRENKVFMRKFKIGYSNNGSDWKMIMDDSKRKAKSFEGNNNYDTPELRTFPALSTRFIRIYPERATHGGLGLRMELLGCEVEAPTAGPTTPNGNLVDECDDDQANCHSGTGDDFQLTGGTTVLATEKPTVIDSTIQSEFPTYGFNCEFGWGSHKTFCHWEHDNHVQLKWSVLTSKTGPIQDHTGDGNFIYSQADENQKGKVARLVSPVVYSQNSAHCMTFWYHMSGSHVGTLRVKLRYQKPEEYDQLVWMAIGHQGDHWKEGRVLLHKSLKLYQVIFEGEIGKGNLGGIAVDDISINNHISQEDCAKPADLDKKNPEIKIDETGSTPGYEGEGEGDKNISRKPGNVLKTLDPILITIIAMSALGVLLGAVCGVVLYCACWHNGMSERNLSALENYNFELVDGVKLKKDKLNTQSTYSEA
SKN-1 inh: C. elegans SKN-1 inhibition. C. elegans VP596 Pgst-4::GFP/RFP ratio, acrylamide-induced, 24 h. inhibition, % at 21.8 µM. actives 0.49% (n = 360,000);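 active means interference check ratio from 0.5 to 1.5 plus GFP to RFP signal ratio inhibition reaching or exceeding a fixed threshold, cut at about 30% in these data, passing the limit was not always enough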; further: some compounds called inactive have numbers as strong as hits
eLon inh: inhibits E. coli Lon protease | purified E. coli Lon protease, fluorescence polarization | inhibition, % at 7.94 µM | actives 0.42% (n = 360,000) | AID 602123; in the data active means inhibition above about 13%, passing the limit was not always enough;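 further: 0% = enzyme with probe and DMSO and 100% = no enzyme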
FAS TE block: FAS thioesterase (human) inhibition; P49327; recombinant FAS-TE, OMFH fluorogenic substrate, fluorescence endpoint; inhibition, % at 15 µM; actives 0.67% (n = 360,000);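 active means compounds whose normalised, plate-corrected inhibition of enzyme fluorescence in the single-dose primary screen is 50% or more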;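 further: 0% = DMSO with enzyme and 100% = substrate without enzyme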
MsrA inhibitor: bovine MsrA inhibition; purified bovine MsrA, absorbance read-out; inhibition, % at 15.5 µM; actives 0.75% (n = 360,000); in the data active means inhibition above about 4.5%;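 further: 0% = vehicle wells with enzyme and 100% = reference inhibitor wells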
MLLE-PAM2 inh: blocks PAM2 peptide binding to the PABP1 MLLE domain. AID 588489. inhibition, % at 20 µM. GST-MLLE / FITC-PAM2 fluorescence polarization. P11940. actives 0.36% (n = 360,000); in the data active means inhibition above about 35%, passing the limit was not always enough;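 further: plate controls were DMSO wells with GST-MLLE for no effect and wells lacking GST-MLLE protein for full effect; some results filed as inactive read as strong as hits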
MT1-MMP act inh: blocks activation of human MT1-MMP | P50281 | actives 0.061% (n = 360,000) | HT1080 RFP-PRO-GFP cells, GFP/RFP ratio fluorescence, overnight; percent of plate control window, DMSO zero | AID 651647 | GFP/RFP ratio change, % at 20 µM;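 active means GFP/RFP ratio change of at least 30% with cell ATP level not reduced by more than half and red fluorescence within 50% of control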; further: strong numbers were not always called active
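Assay system: HT1080 RFP-PRO-GFP cells. Benchmarks: DMSO vehicle wells and RFP-L50D-GFP reporter cell wells. Times: overnight cell settling, then overnight compound exposure, 37 °C, 5% CO2. Compound: 20 µM single dose, 1% DMSO. Read-out basis: GFP/RFP fluorescence ratio.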
Active calls of the source: *; · = not tested or not shown. Compounds were not picked by outcome, and some 4% of all compounds hit somewhere here.

SMILES	Tb MetRS inh	MsrA act	CendR NRP1 mod	SKN-1 inh	eLon inh	FAS TE block	MsrA inhibitor	MLLE-PAM2 inh	MT1-MMP act inh
Cc1ccc(C(NC(=O)c2ccccc2)C(Cl)Cl)cc1 (stereo not given)	-0.5	0	-16	7	2	8	0.7	-1	17
COc1ccccc1CNc1nc2ccccc2n1CCN1CCCCC1	0.2	1	-10	-10	-13	-4	0.6	-4	-2
CCOC(=O)c1c(C)[nH]c(C(=O)OC(C)C(=O)NCc2ccccc2)c1C (stereo not given)	-0.6	-7	-20	13	10	-10	-1.0	-38	-1
O=C1[C@@H]2CSCN2C(=O)CN1Cc1c(F)cccc1Cl	-1.2	-1	3	12	3	-1	0.3	8	-1
CCCCCCn1c(=O)n2n(c1=O)C[C@]1(OC(=O)NC3CC3)CN(S(=O)(=O)c3ccc(C)cc3)C[C@]1(O)C2	0.1	-3	-7	-12	-10	-1	0.6	-5	3
COc1ccc(-c2csc(N(CC3CCCO3)C(=O)c3ccccc3)n2)cc1 (stereo not given)	-1.1	-3	-5	10	6	23	0.0	3	-1
COCCCC1CCN(C(=O)C2CCC(=O)N(CCCc3ccccc3)C2)CC1 (stereo not given)	-0.4	-4	0	11	0	-8	1.6	5	-4
O=C(NC1=NCCS1)c1cc(-c2ccc(F)cc2)nc2ccccc12	1.3	-2	-6	5	1	5	0.1	10	-1
COc1ccc(-c2cc(=O)oc3cc(OCC(=O)NCCN4CCOCC4)ccc23)cc1	0.0	-7	6	4	3	-5	0.4	7	4
CC(C)CN(C(=O)CCNC(=O)c1ccc(Cl)cc1)C1CCS(=O)(=O)C1 (stereo not given)	1.4	-2	8	-6	-10	-5	1.7	3	0
CCOC(=O)c1cc2ccccc2n1CC(=O)c1ccccc1	-0.1	0	2	12	-5	5	0.8	4	-7
Cc1cc(C)n(CC(O)COc2ccc(F)cc2)n1 (stereo not given)	0.1	-2	8	15	2	-4	-0.7	-2	2
CCOC(=O)CCc1c(C)c(C#N)c2nc3ccccc3n2c1-n1ccnc1C	-1.2	-12	1	-22	-3	-6	0.9	2	-2
COc1ccc(NC(=O)Cn2c(-c3ccccc3)cc(C(C)=O)c2C)c(OC)c1	-0.6	-4	3	15	-2	-9	-0.4	7	-2
CCO[C@@H]1OC(C(=O)NC2CC2)=C[C@H](c2ccc(Br)cc2)[C@H]1CCCO	-0.3	-4	22	10	3	-9	-0.9	-3	1
O=C(Nc1ccc(S(=O)(=O)Nc2nccs2)cc1)c1cccc(F)c1	-0.2	-2	-22	-10	-10	-9	0.6	-6	-2
COc1ccc(CNC(=O)c2sc(=O)n(Cc3ccccc3OC)c2C)cc1	-0.4	-4	4	-5	3	7	-1.2	-1	8
Cc1ccc2cc(C)c(SCC(=O)Nc3ccc(S(=O)(=O)N4CCCC4)cc3)nc2c1	-0.6	-3	-2	-10	1	30	0.2	-10	-7
CN(C)S(=O)(=O)c1cccc(C(=O)OCC(=O)NCc2ccccc2)c1	0.2	-2	-9	16	7	-3	-1.4	-13	3
Clc1cccc2sc(N3CCOCC3)nc12	-0.7	1	-1	22	2	-6	-0.1	3	2
CCc1ccc2[nH]c(=O)c(CN(CCCN3CCOCC3)C(=O)Nc3ccc(F)cc3)cc2c1	-0.4	-2	4	-7	-6	-4	0.2	-2	1
COc1ccc(CN2CCNC(=O)C2CC(=O)N(C)CC2CCOCC2)c(F)c1 (stereo not given)	-0.4	-1	7	13	3	-10	-0.8	14	-3
Cc1c(NC(=O)C(C)OC(=O)c2c3c(nc4ccccc24)CCC3)c(=O)n(-c2ccccc2)n1C (stereo not given)	-0.2	-3	-2	11	2	-10	0.1	10	-2
O=C(O)c1ccc2c(c1)C(=O)N(c1cccc3ccccc13)C2=O	-1.4	-6	-2	-1	11	1	0.0	-2	-1
CCC(C)NC(=O)c1ccc(NS(=O)(=O)c2ccc3[nH]c(=O)[nH]c3c2)cc1 (stereo not given)	-0.1	-4	4	20	5	-5	0.4	-5	-2
Cc1cccc(-c2nc3c(c(SCC(=O)N4CCOCC4)n2)COC(C)(C)C3)c1	-0.1	-2	7	-15	2	-2	2.1	2	-4
CC(=O)N(C)C1=C(O)c2ccccc2C(=O)C1=O	-0.8	-2	-5	4	-2	-4	1.1	-3	4
CC1(C)N=C(c2ccc(Cl)cc2)C(=O)N1	-0.2	-3	10	-13	-9	-6	0.7	-2	4
COc1ccc(N2CCN(C3CC(=O)N(C)C3=O)CC2)cc1 (stereo not given)	-0.1	3	12	-7	-3	-7	-0.2	7	-1
CCC(Sc1ccc(Cl)cc1)C(=O)Nc1nnc(-c2cccc([N+](=O)[O-])c2)s1 (stereo not given)	-0.6	-2	5	14	-11	28	-0.2	20	4
CCCNC(=O)C(Cc1ccccc1)NC(=O)c1cccc([N+](=O)[O-])c1 (stereo not given)	-0.4	-5	7	4	-1	18	1.7	1	1
CC(=O)c1cccc(NC(=O)C2C3C=CC(C3=C(c3ccccc3)c3ccccc3)C2C(=O)O)c1 (stereo not given)	1.8	-2	-28	-13	-9	14	1.4	-1	2
CSc1ccc(CNC2CC2)cc1	-0.2	7	4	5	-3	-6	-0.7	11	2
Cc1ccc(NC(=S)NN2CCOCC2)c(C)c1	-0.5	3	6	-29	4	-11	0.4	5	4
O=C(NC1CC1)c1ccc(N2CCCCC2)c([N+](=O)[O-])c1	-0.6	-12	4	-3	-9	-4	0.2	-2	5
c1ccc(-c2nc3ccccn3c2NC2CCCC2)nc1	0.6	-3	-2	18	-1	-4	1.1	10	4
Cc1ccc(S(=O)(=O)N/N=C/c2ccccc2O)cc1	-1.0	3	4	6	0	-2	0.8	-46	-1
O=c1[nH][nH]c(C(F)(F)F)c1C=Nc1ccccc1	-0.4	-3	-2	-2	-1	-10	0.8	1	4
COC(=O)[C@@H](NC(=O)N1CCN(c2cccc(C(F)(F)F)c2)CC1)C(C)C	-0.6	0	12	24	7	-3	0.1	-1	5
CC1=C(C(=O)OC(C)C)C(c2c[nH]c3ccccc23)n2ncnc2N1 (stereo not given)	0.3	-1	5	5	-3	-3	-0.1	0	13
O=C(COc1ccc2ccccc2c1)NNC(=O)c1ccccc1	-0.4	-1	4	8	5	-5	2.1	-9	1
CCc1ccccc1NC(=O)CN(C)C(=O)COC(=O)c1ccccc1Cl	-0.6	-4	3	-5	-12	-4	-1.6	7	1
CCn1c(=S)[nH]c2ccccc21	-0.9	-1	10	-14	5	-8	-0.7	-113	3
Nc1nonc1C(=O)N/N=C/c1ccncc1	-0.1	-3	0	-4	0	-2	2.0	-17	-4
COc1ccc(C(C(=O)NCc2ccccc2)N(Cc2ccco2)C(=O)c2snc(C(N)=O)c2N)cc1 (stereo not given)	-0.5	-3	1	13	-9	8	-0.9	7	-4
CC(C)NC(=O)N1Cc2cc(C(=O)NCC(F)(F)F)nc(-c3cccc(-c4cc5ccccc5o4)c3)c2[C@@H]1CCO	-1.1	-3	-3	6	2	12	-0.2	·	-10
Clc1ccccc1CO/N=C1\CCCc2nonc21	0.3	-7	-7	13	6	20	0.3	-1	-2
O=c1[nH]cnc2c1c(-c1ccccc1)cn2-c1ccccc1	0.3	-2	-7	3	6	0	0.2	-5	5
C=CCn1c(NC(=O)c2ccco2)nc2ccccc21	-0.3	-4	-3	3	-9	-2	4.8*	-2	0
COc1ccc(OC)c(C(=O)N2CCC(C(=O)c3ccc(F)cc3)CC2)c1	-0.9	-1	1	4	-3	-1	-0.2	4	-2
Cc1ccc(-n2ccc(=O)c(-c3ccnc(SCc4cccc(Cl)c4)n3)n2)cc1	-1.4	-11	-10	-9	-8	23	2.8	-10	-2
C=CCN(C(=O)Cn1nnc2ccccc21)C(C(=O)NCCOC)c1ccc(OC)cc1OC (stereo not given)	-1.3	-10	4	0	2	-14	-1.1	-6	5
Cc1cc(NC(=O)c2ccc(NC(=O)C3CC3)cc2)no1	-0.6	0	-1	0	-1	-6	-0.6	3	-5
CC(NC(=O)C12CC3CC(C1)CC(n1cncn1)(C3)C2)C12CC3CC(CC(C3)C1)C2 (stereo not given)	-1.6	-2	15	0	-9	4	1.3	-18	-1
CCOC(=O)c1cc(-c2ccccc2)sc1NC(=O)C(C)N1C(=O)NC(C)(c2ccc(Cl)cc2)C1=O (stereo not given)	0.2	-3	2	18	-1	25	0.8	-46	-9
Cc1ccccc1NC(=O)COC(=O)c1ccc(S(=O)(=O)N2CCCC2)cc1	-0.1	-1	0	-11	-5	-8	-1.1	-2	0
COc1cc(C(=O)NCC2(N3CCCCC3)CCCCC2)ccc1OCC(=O)N1CCOCC1	-0.1	-3	0	5	4	-4	-0.1	0	0
CC(C)CC(NC=C1C(=O)OC(C)(C)OC1=O)C(=O)O (stereo not given)	-0.2	-8	-3	-11	1	-5	-1.3	8	2
CC1CCN(C(=O)c2ccccc2NC(=O)c2cccc(S(=O)(=O)N(C)C)c2)CC1	-0.1	-4	2	6	-2	-3	-1.8	-12	-2
CCOc1ccccc1Nc1nnc(SCc2nnc(-c3cc(OC)c(OC)c(OC)c3)o2)s1	-1.8	-13	7	8	1	25	0.1	-39	11

Other results follow:
SMILES	Tb MetRS inh	MsrA act	CendR NRP1 mod	SKN-1 inh	eLon inh	FAS TE block	MsrA inhibitor	MLLE-PAM2 inh	MT1-MMP act inh
CN(C)CCN(Cc1ccc(Cl)cc1)c1ccccn1	-0.7	-5	-9	6	3	0	0.0	2	0
O=[N+]([O-])c1ccc(N(CCO)Cc2ccccc2)c([N+](=O)[O-])c1	-0.1	-2	-2	1	2	15	1.1	0	5
Cc1ccc(C(C)C)c(OCC(=O)NNC(=O)C(C(C)C)N2C(=O)c3ccccc3C2=O)c1 (stereo not given)	-0.1	1	3	-1	-9	18	-0.3	1	3
CCc1ccc(N2C(=O)CN(Cc3sccc3C)C2=S)cc1	-1.3	-4	-10	9	6	17	-0.5	-3	1
Cc1ccc(C)c(NC(=O)C(NCC(C)(C)N2CCOCC2)c2ccccc2)c1 (stereo not given)	0.3	1	2	12	-5	-3	-0.8	11	-4
CCC(=O)c1cc2c(cc1NC(=O)c1ccc(C)cc1)OCCO2	-0.3	-2	4	0	-6	-3	-0.8	1	10
CCOC(=O)N1CCN(c2c(NCc3ccc(Cl)cc3)c(=O)c2=O)CC1	0.7	-2	5	-12	-1	-1	0.5	1	13
O=C(CSc1nnc(-c2cccs2)o1)Nc1cccc(S(=O)(=O)N2CCCCC2)c1	-0.1	0	-5	0	-19	-3	0.3	-27	1
C#Cc1cccc(-n2nnc(C(C)=O)c2C)c1	-0.3	-3	-10	-6	-1	-3	2.3	0	-1

Compound activity deposited in PubChem BioAssay by several laboratories.
